Bioassay records deposited in PubChem BioAssay by Broad Institute.
ARNT TACC3 PPI – disruptors of ARNT/TACC3 protein interaction, primary screen, biochemical, AlphaScreen, single concentration; Transforming acidic coiled-coil-containing protein 3 (Homo sapiens), Q9Y6A5; inhibition, % at 9.99 µM; AlphaScreen His-ARNT PAS-B/GST-TACC3 binding, luminescence; TACC3 fragment carries E629A point mutation; hit rate 0.66% among 390,000;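 active means mean inhibition of replicates at least 50% and at least half of replicates each reaching 50%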;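 further: 0% = complete ARNT plus TACC3 wells and 100% = ARNT alone without TACC3; many hits fall short of the cut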
CASP6 VEID inh – human caspase-6 inhibitors, primary screen, biochemical, VEID-R110 fluorescence, single point, set 2. inhibition, % at 12.5 µM. purified caspase-6, Z-VEID-R110 cleavage fluorescence. hit rate 0.53% among 350,000;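 active means mean inhibition across replicates at least about 35%, with every replicate also reaching that limit, limit read from the data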;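 further: 0% = median of neutral control wells and 100% = no fluorescence left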
RAD52 anneal inh – RAD52 DNA annealing inhibitors, primary screen, biochemical, FRET, single point, set 2. hit rate 0.46% among 360,000. recombinant RAD52 DNA annealing, FRET fluorescence. inhibition, % at 18.7 µM. AID 651710, 2012;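 active means every replicate showing at least 50% inhibition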
E-sel inducer – E-selectin induction in HUVECs, primary screen, imaging, HUVEC, immunofluorescence imaging, single point; P16581; normalized: neutral wells 0, TNF-alpha wells 100; activation, % at 7.58 µM; hit rate 0.37% among 260,000;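 active means mean E-selectin-positive cell signal at least 10% of the positive control, reached in at least 60% of replicates, without over 20% cell loss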;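 further: in these data hits start at about 27%; measured in HUVEC primary endothelial cells; signal is the percent of cells scored E-selectin positive by PE staining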
Target sequence (P16581 whole entry, looked up): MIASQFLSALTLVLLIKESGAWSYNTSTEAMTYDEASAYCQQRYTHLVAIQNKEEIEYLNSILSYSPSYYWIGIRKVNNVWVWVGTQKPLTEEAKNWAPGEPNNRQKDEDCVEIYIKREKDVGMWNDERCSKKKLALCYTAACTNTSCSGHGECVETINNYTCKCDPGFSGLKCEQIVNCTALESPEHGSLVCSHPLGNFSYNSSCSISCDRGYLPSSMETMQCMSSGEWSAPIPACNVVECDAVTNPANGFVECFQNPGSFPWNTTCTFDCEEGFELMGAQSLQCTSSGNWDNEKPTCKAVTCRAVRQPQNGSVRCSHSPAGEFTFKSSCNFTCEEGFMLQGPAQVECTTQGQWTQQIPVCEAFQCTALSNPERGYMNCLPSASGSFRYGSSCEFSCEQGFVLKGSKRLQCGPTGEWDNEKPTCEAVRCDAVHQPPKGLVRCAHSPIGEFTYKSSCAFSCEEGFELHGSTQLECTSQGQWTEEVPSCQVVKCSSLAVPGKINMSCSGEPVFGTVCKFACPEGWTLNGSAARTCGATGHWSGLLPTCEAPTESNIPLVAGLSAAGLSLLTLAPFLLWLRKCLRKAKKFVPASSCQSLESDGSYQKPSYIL
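Read-out basis: % PE-positive cells; Test system: HUVEC primary endothelial cells; Technique: immunofluorescence imaging; Dosing: single-point compound dose.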
ERp5 block – inhibitors of ERp5-driven insulin aggregation, primary screen, biochemical, turbidity, absorbance 650 nm, single point; Protein disulfide-isomerase A6 (Homo sapiens), Q15084; 90 min; inhibition, % at 9.99 µM; hit rate 0.05% among 350,000;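 active means mean replicate inhibition above about 25%, with every replicate also reaching it, limit read from the data, passing the limit was not always enough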
Target sequence (Q15084 whole entry, looked up): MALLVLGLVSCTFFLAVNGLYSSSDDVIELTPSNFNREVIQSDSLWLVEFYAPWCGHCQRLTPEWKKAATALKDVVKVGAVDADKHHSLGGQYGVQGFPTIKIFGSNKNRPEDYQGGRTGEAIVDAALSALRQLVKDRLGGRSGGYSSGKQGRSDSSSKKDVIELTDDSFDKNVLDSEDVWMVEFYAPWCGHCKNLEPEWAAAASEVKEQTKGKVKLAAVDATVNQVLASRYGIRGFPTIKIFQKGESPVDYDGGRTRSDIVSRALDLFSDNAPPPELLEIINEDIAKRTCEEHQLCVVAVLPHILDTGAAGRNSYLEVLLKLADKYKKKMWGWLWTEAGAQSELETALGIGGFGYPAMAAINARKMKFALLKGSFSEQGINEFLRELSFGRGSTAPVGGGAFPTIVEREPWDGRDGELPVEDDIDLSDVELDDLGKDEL
RAD54 branch – inhibitors of human RAD54 branch migration, primary screen, biochemical, fluorescence, single point. hit rate 0.14% among 360,000. AID 602329, 2012. inhibition, % at 10.4 µM. RAD54 Holliday junction branch migration, FAM/BHQ fluorescence;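 active means mean normalized replicate activity at least 40 and at least half of replicates scoring 40 or more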;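 further: 0% = median of neutral control wells and 100% = median of positive control wells; inhibitors cause a drop in the FAM fluorescence signal; in these data hits start at about 50%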
PglD DTNB – C. jejuni PglD acetyltransferase inhibitors, primary screen, biochemical, DTNB colorimetric, single point | hit rate 0.098% among 360,000 | UDP-N-acetylbacillosamine N-acetyltransferase PglD (Campylobacter jejuni) | AID 602405, 2012 | purified PglD enzyme, DTNB colorimetric CoA detection | inhibition, % at 12.5 µM; in the data active means inhibition above about 16%, passing the limit was not always enough; further: strong numbers were not always called active
esBAF inh – Bmi1 luciferase reporter increase in mESCs, primary screen, esBAF inhibitor project, mouse ES cells, Bmi1 luciferase knock-in, single point. reporter increase, % at 12.5 µM. hit rate 2% among 350,000. AID 602393, 2012. 24 h; 100% = twice the neutral-well signal; in the data active means activation above about 40%;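 further: 0% = median of the plate's neutral control wells and 100% = double that signal; a rise in the Bmi1 reporter signal indicates esBAF inhibition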
Starred values were filed as active, the others as inactive; nt = no result given.

Compound,CASP6 VEID inh,RAD54 branch,esBAF inh,ERp5 block,ARNT TACC3 PPI,PglD DTNB,RAD52 anneal inh,E-sel inducer
CCOC(=O)C1CCN(C(=O)c2cc(S(=O)(=O)N3CCCCC3)ccc2C)CC1,-1,-9,nt,2,-2,2,1,-0.3
CC[C@]12c3[nH]c4cc(CCC(=O)N(C)C)ccc4c3CCN1C(=O)[C@@H](CC(=O)NCCCn1ccnc1)C[C@@H]2C(=O)N1CCN(C(=O)C2CC2)CC1,-28,1,2,-1,2,-3,-4,nt
C[C@@H]1CN([C@H](C)CO)C(=O)c2cccc(NC(=O)Nc3ccc4c(c3)OCO4)c2O[C@H]1CN(C)Cc1ccc(C(=O)O)cc1,0,5,18,8,2,-1,-6,-3.5
Cc1ccc(C(=O)NNC(=O)CSc2nc(N)cc(N)n2)cc1,-2,-16,-3,-8,2,0,-12,2.1
CCN1CCN(C(=O)/C=C/c2ccc3c(c2)OCO3)CC1,-4,11,11,-1,-8,3,-14,nt
O=C(c1[nH]c(C(F)(F)F)nc1-c1ccccc1)N1CCN(c2cccc(C(F)(F)F)n2)CC1,-2,-9,-12,2,nt,10,-12,0.9
Cc1ccc(SCC(=O)NC2CCS(=O)(=O)C2)cc1 (centres undefined),1,nt,nt,2,nt,nt,-17,0.7
Cc1nn(Cc2ccccc2)c(C)c1C(=O)N1CCN(S(=O)(=O)/C=C/c2ccccc2)CC1,0,-6,-3,-4,-2,-3,-18,-0.7
O=C(C[C@H]1CC[C@H]2[C@@H](COC[C@@H](O)CN2C(=O)c2ccc(F)cc2)O1)Nc1nccs1,-3,-2,0,-1,-5,2,-6,-0.1
CN(C)CC#CCOC(c1ccccc1)c1ccccc1,19,1,-4,1,-5,-6,-3,-0.1
CN(C(=S)Nc1ccc(Oc2ccccc2)cc1)C1CCCCC1,-2,nt,nt,0,0,nt,-11,nt
CN(c1cccnc1)c1ccc(NC(=O)Cc2c[nH]c3ccccc23)cc1-c1ccc(C(C)(C)C)cc1,1,nt,nt,1,nt,nt,-2,-0.1
CC(C)Cn1c(CN2CCN(C)C(CCO)C2)nc2ccccc21 (centres undefined),-8,-15,-12,0,11,-4,-18,nt
CCC1CC(C(=O)Nc2ccccc2)C(=O)O1 (centres undefined),0,4,3,-2,-3,0,-10,4.8
Cc1ccc(S(=O)(=O)c2nc(-c3ccccc3Cl)oc2N2CCN(C)CC2)cc1,-1,-3,-8,1,4,-3,-12,-0.2

More records:
Compound,CASP6 VEID inh,RAD54 branch,esBAF inh,ERp5 block,ARNT TACC3 PPI,PglD DTNB,RAD52 anneal inh,E-sel inducer
Cc1ccc2c(=O)n3c(nc2c1)C(Cc1ccccc1)NC(=O)c1cccnc1-3 (centres undefined),2,-6,-5,-1,nt,3,0,-0.2
COc1ccc(N2CCN(Cc3cc(=O)oc4ccc(C)cc34)CC2)cc1,nt,6,8,nt,0,3,nt,nt
COC(=O)CSC1=C(C#N)C(c2ccc(Cl)cc2)C(C(=O)OC)C(=O)N1 (centres undefined),nt,-17,-3,nt,2,-7,nt,nt
Cc1ccc(NS(=O)(=O)c2ccc(-n3cccn3)cc2)c(C)c1,3,-1,-3,5,-3,1,-13,nt
COc1ccc(-c2ccc3c(c2)[C@@H]2[C@@H](CCN2C(=O)NC2CCCC2)[C@H](CO)N3C)cc1,0,nt,nt,3,nt,nt,-1,0.3
O=C(NCC1CCCO1)C1CCN(C2CCN(C(=O)C3CCCCC3)CC2)CC1 (centres undefined),-3,-9,-1,3,-6,-4,-23,1.1
CCOc1ccc(N2CC(C(=O)Nc3ccccc3C(=O)N3CCOCC3)CC2=O)cc1 (centres undefined),-3,-2,-1,-2,nt,-4,-15,0.0
CCn1nc(C)c(Br)c1-c1nc(CS(=O)(=O)c2ccc(F)cc2)no1,-3,nt,nt,1,nt,nt,-19,1.2
COc1cc(C(O)CO)ccc1O (centres undefined),-64,-7,3,-1,2,-2,1,2.5
Cn1c(=O)c2c(nc(SCc3cccnc3)n2Cc2ccc(F)cc2)n(C)c1=O,nt,1,2,nt,-4,0,nt,nt
O=C(CSc1nc2ccccc2o1)NC1CCCC1,-3,nt,nt,6,-3,nt,-15,nt
O=C(c1cccc(Cl)c1)N1CCC(=O)N(C(COCc2cccc(Cl)c2)Cc2ccccc2)CC1 (centres undefined),0,-1,-45,4,-9,-1,-8,0.0
Cc1cccc(Nc2nc(N)c([N+](=O)[O-])c(NCCO)n2)c1,6,nt,6,-2,-3,nt,-7,nt
COc1ccc(Oc2ccc3c(C(F)(F)F)cc(C(F)(F)F)nc3n2)cc1,nt,-6,5,nt,-15,6,nt,nt
Cn1c(N)c(S(=O)(=O)c2ccc(Br)cc2)c2nc3ccccc3nc21,nt,0,1,nt,4,0,nt,nt

Next structures.
Compound,CASP6 VEID inh,RAD54 branch,esBAF inh,ERp5 block,ARNT TACC3 PPI,PglD DTNB,RAD52 anneal inh,E-sel inducer
COc1ccc(CCN2CC(C(=O)N(C)C3CCOCC3)CCC2=O)cc1 (centres undefined),1,-9,7,-1,-1,-4,-10,nt
Cc1ccc(S(=O)(=O)NCC(C)n2cncn2)cc1 (centres undefined),0,2,-5,-1,-5,3,-1,-0.1
CCOC(=O)N1CCN(C(=O)CSc2ccc3nnc(-c4ccncc4)n3n2)CC1,9,2,-1,0,8,0,-25,2.7
C[C@@H]1CCCCCCCCC(=O)OCCN1C(=O)OC(C)(C)C,nt,-5,-6,-8,-1,-6,5,0.3
COc1ccc(CC(=O)N(C)C2CCCCC2)cc1S(=O)(=O)N1CCOCC1,-2,nt,nt,1,-11,nt,-25,4.4
CC(=O)N1Cc2cc([N+](=O)[O-])ccc2Oc2ccccc21,1,nt,nt,3,1,nt,0,nt
CC(C)[C@H](NC(=O)c1ccccc1)C(=O)OCC(=O)Nc1ncc(Cl)cc1Cl,2,-3,5,7,-6,5,-21,-0.2
O=C(Nc1ccc(S(=O)(=O)NCC2CCCO2)cc1)c1ccccc1 (centres undefined),1,6,5,1,-7,7,-5,nt
CCCN1[C@H](CO)[C@H](c2ccc(C3=CCCC3)cc2)[C@H]1CN(C(C)=O)C1CCCC1,-9,nt,nt,2,nt,nt,-35,0.1
Cc1ccc(-c2ccc3c(c2)O[C@@H](CN(C)C(=O)C2CC2)[C@H](C)CN([C@@H](C)CO)S3(=O)=O)cc1,2,3,8,4,1,6,15,-0.1
Cc1cccc(C)c1NC(=O)CSc1nnc([C@H](C)NC(=O)OC(C)(C)C)o1,nt,5,-1,nt,26,-2,nt,nt
N#C[C@H]1[C@H](c2ccccc2)[C@H](CO)N1S(=O)(=O)c1ccc(F)cc1,0,-10,3,7,-17,2,3,0.0
COc1ccc(N(CC(=O)NCc2ccco2)S(=O)(=O)c2ccc(C)cc2)cc1OC,0,-12,-4,0,3,-7,6,nt
CCOC(=O)N1CCN(C(=O)CSc2nnc(Cc3ccccc3)o2)CC1,-3,-10,8,2,nt,6,-5,0.2
CC1(Cc2ccccc2C#N)C(=O)Nc2ccc(-c3ccccc3)cc21 (centres undefined),4,9,7,3,nt,-3,-6,0.0

Full records from above.
N#C[C@H]1[C@H](c2ccccc2)[C@H](CO)N1S(=O)(=O)c1ccc(F)cc1 across the screens: CASP6 VEID inh: 0; RAD54 branch: -10; esBAF inh: 3; ERp5 block: 7; ARNT TACC3 PPI: -17; PglD DTNB: 2; RAD52 anneal inh: 3; E-sel inducer: 0.0
CC1(Cc2ccccc2C#N)C(=O)Nc2ccc(-c3ccccc3)cc21 (centres undefined) across the screens: CASP6 VEID inh: 4; RAD54 branch: 9; esBAF inh: 7; ERp5 block: 3; ARNT TACC3 PPI: nt; PglD DTNB: -3; RAD52 anneal inh: -6; E-sel inducer: 0.0

Next section.
Compound,CASP6 VEID inh,RAD54 branch,esBAF inh,ERp5 block,ARNT TACC3 PPI,PglD DTNB,RAD52 anneal inh,E-sel inducer
Cc1cc(C)c(C)c(C(=O)COC(=O)CNC(=O)CN2C(=O)c3ccccc3C2=O)c1C,-1,2,nt,4,0,-3,2,0.3
CCN(c1ccccc1)S(=O)(=O)c1cc2c(cc1C)n(C)c(=O)c(=O)n2C,-1,-4,-43,-3,nt,-2,-7,0.1
O=C(Nc1cccc2ncccc12)c1ccc(Br)c([N+](=O)[O-])c1,4,nt,nt,4,nt,nt,2,-0.2
CCCCC1(CO)C(=O)N(c2ccccc2)N(c2ccccc2)C1=O,3,0,nt,6,-6,1,-19,0.1
Cc1cc(C)cc(NC(=O)COC(=O)c2ccc3c(c2)OCCO3)c1,0,2,3,1,-7,-1,-16,-0.2
C/C=C/c1cnc2c(c1)C(=O)N([C@@H](C)CO)C[C@@H](C)[C@@H](CN(C)Cc1cncnc1)O2,-1,10,-4,3,-4,9,10,0.1
CCCNC(=O)N1C[C@H](O)COC[C@H]2O[C@H](CC(=O)NCCCN3CCOCC3)CC[C@@H]21,2,9,0,0,-12,9,11,0.0
NC(=O)C1CC(=O)N(c2ccc(OCC(=O)Nc3cccc(C(F)(F)F)c3)cc2)C1 (centres undefined),nt,2,-3,nt,-2,-8,nt,nt
O=C(Cc1ccncc1)NCC[C@@H]1CC[C@H](NC(=O)Nc2ccc(F)cc2)[C@@H](CO)O1,0,-5,-1,0,nt,3,-19,-0.1
Cc1ccc(NC(=O)c2ccco2)c(NC(=O)c2ccc(Cl)cc2)c1,-3,-4,-1,1,32,-3,-5,nt
C[C@@H]1CN([C@H](C)CO)S(=O)(=O)c2ccc(-c3cncnc3)cc2O[C@H]1CN(C)C(=O)Cc1cccnc1,-2,-3,-7,0,3,0,20,-0.2
COc1ccccc1CNC(=O)c1nccnc1CO,1,-2,-3,5,-5,5,0,0.2
CCOC(=O)/C(=N\Nc1ccccc1Cl)N1CCN(C)CC1,-1,-6,nt,-2,-4,0,-9,nt
CO[C@H]1CC[C@H]2CCN(C)C(=O)CC3(CCCCC3)CN(C)C(=O)c3cc(C#N)ccc3OC[C@H]1O2,-2,3,-3,-4,-7,-2,9,0.2
Cc1cc(C(=O)OCC(=O)N2CC(=O)Nc3ccccc32)no1,nt,-3,-2,nt,-4,-4,nt,nt

(cont.)
Compound,CASP6 VEID inh,RAD54 branch,esBAF inh,ERp5 block,ARNT TACC3 PPI,PglD DTNB,RAD52 anneal inh,E-sel inducer
Cc1ccccc1C(=O)N1CCC(C(=O)Nc2ccccc2N2CCCC2)CC1,8,1,3,2,-1,1,-15,2.4
COc1ccc(NC(=O)CCc2nc(-c3ccc(C)cc3)no2)c(OC)c1,nt,-1,-6,nt,-3,-2,nt,nt
COC(=O)c1ccccc1NC(=O)CSc1nncn1-c1ccccn1,-1,7,0,-2,-1,1,-9,nt
CCCCc1ccc(NC(=S)NCc2ccc(OC)cc2)cc1,2,-4,0,1,nt,3,-12,nt
COc1ccc(COCC(O)CN2CCC(C(N)=O)CC2)cc1OC (centres undefined),-1,nt,nt,2,12,nt,-4,-0.1
Cc1cc(=O)oc2cc(OCC(=O)N3c4ccccc4CC3C)ccc12 (centres undefined),2,1,3,1,6,0,-12,nt
Cc1ccc(CN2C(=O)CCSc3ccc(Cl)cc32)cc1,nt,1,7,nt,-16,13,nt,nt
O=C(COC(=O)C12CC3CC(CC(C3)C1)C2)Nc1nc2c(F)c(F)c(F)cc2s1,0,1,nt,2,-3,-2,-16,-0.3
C[C@@H]1CCCCO[C@@H](CN(C)C(=O)C2CCCCC2)[C@@H](C)CN([C@@H](C)CO)C(=O)c2cc(N(C)C)ccc2O1,-2,-8,-7,-8,0,-4,-8,-0.4
O=C(C[C@H]1CC[C@@H]2[C@H](COC[C@@H](O)CN2Cc2ccc(C(F)(F)F)cc2)O1)NCCc1ccccc1,-2,-2,-1,-5,-2,-1,8,-0.1

Compounds were not picked by outcome. About 3.2% of those tested had a hit in this group.
